TEAD-YAP block: TEAD-YAP interaction inhibition; inhibition, % at 9.12 µM; actives 1.4% (n = 640,000); HEK-TIYL cells, TEAD-Gal4/YAP UAS-luciferase luminescence; in the data active = inhibition above about 32%;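 also: 0% = median of test compound wells and 100% = reference inhibitor wells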
GPR151 ag: human GPR151 activation | PathHunter beta-arrestin GPR151 cells, luminescence | Q8TDV0 | activation, % at 11.2 µM | actives 1% (n = 650,000) | AID 1508602; in the data active = activation above about 4.9%;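 also: 0% = median of compound wells and 100% = cells with positive control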
Target sequence (Q8TDV0 whole entry, looked up): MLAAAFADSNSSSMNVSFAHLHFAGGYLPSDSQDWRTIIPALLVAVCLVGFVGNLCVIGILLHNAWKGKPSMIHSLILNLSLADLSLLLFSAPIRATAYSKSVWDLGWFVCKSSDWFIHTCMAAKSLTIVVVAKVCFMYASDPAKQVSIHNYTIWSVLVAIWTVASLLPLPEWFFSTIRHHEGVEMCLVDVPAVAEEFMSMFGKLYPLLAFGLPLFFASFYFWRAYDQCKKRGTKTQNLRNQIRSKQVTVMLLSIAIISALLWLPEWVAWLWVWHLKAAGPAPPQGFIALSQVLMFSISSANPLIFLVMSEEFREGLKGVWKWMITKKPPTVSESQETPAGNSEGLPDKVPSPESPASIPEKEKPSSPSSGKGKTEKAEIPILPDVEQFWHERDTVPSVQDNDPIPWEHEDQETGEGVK
MITF inh: human MITF inhibition, primary screen; O75030; AlphaScreen MITF homodimerization, bead proximity signal; inhibition, % at 2.6 µM; actives 0.91% (n = 650,000); AID 1259374; in the data active = inhibition above about 50%;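 also: 0% = vehicle wells with protein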
FBW7 act: human FBW7 E3 ligase activation, primary screen; actives 0.13% (n = 650,000); AID 1259310; Q969H0; normalized activity (activation), % at 26.1 µM; AlphaScreen FBW7–phospho-cyclin E peptide binding, activator screen; in the data active = normalized activity above about 1.9%;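 also: purified mutant Fbw7 with reduced substrate affinity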
Target sequence (Q969H0 whole entry, looked up): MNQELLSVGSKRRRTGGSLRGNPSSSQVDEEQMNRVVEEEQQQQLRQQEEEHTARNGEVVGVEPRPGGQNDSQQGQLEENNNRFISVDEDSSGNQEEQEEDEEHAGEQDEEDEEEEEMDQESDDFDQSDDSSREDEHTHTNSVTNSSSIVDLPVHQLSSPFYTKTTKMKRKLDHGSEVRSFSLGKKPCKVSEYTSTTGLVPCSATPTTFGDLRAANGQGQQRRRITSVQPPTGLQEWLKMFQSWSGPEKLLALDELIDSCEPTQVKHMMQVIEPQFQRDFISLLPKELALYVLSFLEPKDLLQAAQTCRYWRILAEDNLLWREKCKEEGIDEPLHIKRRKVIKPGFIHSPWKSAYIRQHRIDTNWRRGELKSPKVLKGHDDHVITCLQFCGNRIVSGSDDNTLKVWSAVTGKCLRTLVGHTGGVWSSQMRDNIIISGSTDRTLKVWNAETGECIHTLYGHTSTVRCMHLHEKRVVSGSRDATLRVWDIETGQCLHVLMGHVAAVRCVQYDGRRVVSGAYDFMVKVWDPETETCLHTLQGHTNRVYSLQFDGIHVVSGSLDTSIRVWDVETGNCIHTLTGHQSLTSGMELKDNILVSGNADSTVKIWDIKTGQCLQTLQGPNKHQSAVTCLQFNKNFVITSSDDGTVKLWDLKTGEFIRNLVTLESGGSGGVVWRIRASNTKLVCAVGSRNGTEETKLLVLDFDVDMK
* = called active by the depositor; & = joins results of further samples.

Values run as follows: MITF inh	FBW7 act	GPR151 ag	TEAD-YAP block
(1) CC(C)CCOc1ccc(C(CC(N)=O)C(=O)O)cc1 (stereo not drawn)
    -0.8	0.0	0.5	0.6
(2) O=C(CSc1nnc(-c2ccc(Cl)cc2)o1)NC1CC2CCC1C2 (stereo not drawn)
    4.3	-0.2	0.0	4.3
(3) COc1ccc(CCn2c(SCC(=O)N3CCCC3)nc3ccsc3c2=O)cc1OC
    11.5	0.8	1.9	27.8
(4) CCN(CC)CCNC(=O)c1cc(OC)c(OC)c(OC)c1
    1.4	-0.1	-1.4	-6.5
(5) CCNc1nc2[nH]c(=O)c3c(c2s1)OC(N)=C(C#N)C3c1cccnc1 (stereo not drawn)
    16.9	0.4	-1.0	-7.2
(6) CC(=O)NC1=NC(=O)/C(=C\c2ccccc2)S1
    8.8	-0.1	0.0	-2.2
(7) Cc1ccc(S(=O)(=O)Nc2ccccc2C(=O)Nc2ccccc2)cc1
    18.3	0.1	-4.5	-1.7
(8) O=C(O)CCCCCn1c(SCc2cc(=O)n3ccccc3n2)nc2ccsc2c1=O
    17.8	1.1	-0.3	11.1
(9) Cc1cc(/C=C(\C#N)C(=O)NCc2ccccc2)cc(C)c1O
    -1.0	0.1	1.5	-6.8
(10) O=C(Cn1ncc2c1-c1ccccc1OC2)NCCCN1CCN(c2ccccc2F)CC1
    6.5	-0.1	-0.1	5.3
(11) CCOC(=O)C1CCN(C(=O)COc2ccccc2Cl)CC1
    21.3	0.0	-1.2	0.5
(12) CCOC(=O)c1sc(NC(=O)COc2ccc(C(C)(C)C)cc2)nc1C
    8.2	-0.1	-0.7	0.5
(13) COCCNC(=O)CCNS(=O)(=O)c1cc(Br)cnc1N
    -6.1	0.1	-0.3	1.3
(14) CCCCOc1c(Br)cc(CNCCN(C)C)cc1OC
    -11.6	0.0	-0.5	-10.2
(15) CC(=O)Nc1ccc(Nc2nc(NCc3cccnc3)nc3c2ncn3Cc2ccc(C(F)(F)F)cc2)cc1
    -8.6	0.0	1.0	-16.4
(16) CCc1cccc2ccc(S(N)(=O)=O)c(CC)c12
    -9.9	-0.2	-0.7	-9.7
(17) Cc1ccc(CN2C(=O)CSc3ccc(C(=O)NC4CC4)cc32)cc1
    9.9	0.4	-1.3	6.0
(18) O=C(CCCn1c(=S)[nH]c2cc3c(cc2c1=O)OCO3)NCCCN1CCCCCC1
    1.5	-0.2	0.7	-2.8
(19) Cc1ccc2[nH]c3c(=O)n(CCN4CCCCC4C)cnc3c2c1 (stereo not drawn)
    -11.3	-0.1	-0.1	-24.9
(20) O=C(COC(=O)COc1cccc(Br)c1)Nc1ccc(F)c(F)c1F
    8.1	0.0	1.0	2.6
(21) O=C(C1CCCCC1)N1CCN(C2c3ccccc3-c3ccccc32)CC1
    18.9	0.5	-0.6	1.8
(22) COc1ccccc1CN1CCN(C2CCCC2)C(CCO)C1 (stereo not drawn)
    -5.6	-0.1	-0.3	-3.2
(23) CN(C)CC(C)(C)CNC(=O)CC1C(=O)NCCN1Cc1ccc(F)cc1 (stereo not drawn)
    -16.8	-0.2	1.2	-11.8
(24) Cc1ccc(-c2nc3ccccc3s2)cc1S(=O)(=O)N1CCOCC1
    10.8	0.2	0.4	3.4
(25) Cc1cc2c(cc1C)CSC(c1c(O)ccc3ccccc13)SC2
    5.9	0.0	-0.1	7.1
(26) COc1ccc(C2CC(C(F)(F)F)n3nc(C(=O)NCc4cccs4)c(Cl)c3N2)cc1OC (stereo not drawn)
    4.7	-0.1	-0.4	14.1
(27) O=c1oc(-c2ccccc2Cl)nc2sc3c(c12)CCC3
    13.4	0.9	-1.6	1.8
(28) CCCCCCSc1nc2c(c(=O)[nH]c(=O)n2C)n1Cc1ccc(C)cc1
    9.1	-0.1	1.3	-5.0
(29) COc1ccc(-n2cc(-c3ccccc3)c3c(N4CCN(c5cccc(C)c5)C(C)C4)ncnc32)cc1 (stereo not drawn)
    7.0	0.0	1.1	1.3
(30) O=C(NCc1cccnc1)c1ccc(Sc2ccc(F)cc2)c([N+](=O)[O-])c1
    -7.2	0.1	0.8	3.0

Record cards, from the list above. Screens in order: MITF inh	FBW7 act	GPR151 ag	TEAD-YAP block
`CCc1cccc2ccc(S(N)(=O)=O)c(CC)c12` reads -9.9	-0.2	-0.7	-9.7
`Cc1ccc(-c2nc3ccccc3s2)cc1S(=O)(=O)N1CCOCC1` reads 10.8	0.2	0.4	3.4
`O=C(CSc1nnc(-c2ccc(Cl)cc2)o1)NC1CC2CCC1C2` (stereo not drawn) reads 4.3	-0.2	0.0	4.3
`O=C(Cn1ncc2c1-c1ccccc1OC2)NCCCN1CCN(c2ccccc2F)CC1` reads 6.5	-0.1	-0.1	5.3
`COCCNC(=O)CCNS(=O)(=O)c1cc(Br)cnc1N` reads -6.1	0.1	-0.3	1.3

(list continues)
Values run as follows: MITF inh	FBW7 act	GPR151 ag	TEAD-YAP block
(31) CCOc1ccc(S(=O)(=O)c2ccc(Cl)cc2)cc1
    4.3	0.2	0.9	-0.5
(32) COc1ccc(-c2c(C)nn3c(N4CCC5(CC4)OCCO5)cc(C)nc23)cc1OC
    -3.0	0.2	-0.7	-7.0
(33) O=C(CN(Cc1ccc(Br)cc1)S(=O)(=O)c1ccccc1)NCc1ccccn1
    9.8	0.6	0.1	4.6
(34) O=C(NC1CCN(Cc2ccccc2)CC1)C1CCN(c2ccc(Nc3ccc4ncccc4c3)nn2)CC1
    -3.1	-0.1	-2.2	-1.7
(35) c1ccc(CCNC2CCN(Cc3ccncc3)CC2)nc1
    -0.7	0.0	0.7	-0.7
(36) Cc1cccc(NC(=O)c2c(NC(=O)C(C)(C)C)sc3c2CCCCC3)c1
    2.1	-0.3	0.7	7.5
(37) COc1cc(C2Nc3ccccc3NC3=C2C(=O)CC(c2cccs2)C3)cc(OC)c1OC (stereo not drawn)
    -24.6	0.1	-1.4	2.4
(38) CCC(C)N1C(=O)C2C(C(=O)Nc3cccc(Cl)c3)C3C=CC2(O3)C1C(=O)NC1CCCCC1 (stereo not drawn)
    4.6	0.2	-1.0	0.1
(39) CN(c1ccc(S(=O)(=O)N2CCOCC2)cn1)C1CCCCC1
    1.9	-0.1	0.9	-7.0
(40) O=C(COc1ccccc1[N+](=O)[O-])Nc1ccc2oc(-c3cccnc3)nc2c1
    5.7	-0.1	1.4	-3.0
(41) Cc1nc(NC(=O)c2cccc(Br)c2)sc1C
    15.5	0.0	-8.1	-29.3
(42) Cc1ccc(C(=O)c2ccc(C)cc2)cc1
    7.8	0.0	-0.5	-0.6
(43) Cc1ccccc1CSc1nc2ccccc2c(=O)n1CCN1CCOCC1
    5.0	-0.1	0.3	0.1
(44) CCOC(=O)c1ccccc1NC(=O)/C=C/c1ccc(C)o1
    -0.2	0.0	2.0	-11.1
(45) O=C(CSc1nc2ccccc2o1)c1ccc(Cl)cc1
    -3.1	0.0	1.8	7.1
(46) COc1ccc(-c2noc(CNC(=O)COc3ccc(C(C)C)cc3)n2)cc1
    -2.5	-0.1	0.0	2.3
(47) COc1cc(CN2CCN(C/C=C/c3ccccc3)CC2)cc(OC)c1OC
    67.2*	0.2	-1.3	-5.3
(48) O=C(Cn1nnc(-c2ccc(F)cc2)n1)Nc1ccc2c(c1)CCC2
    2.4	0.1	-0.5	3.6
(49) CC(C)c1ccccc1NC(=O)CN1C(=O)NC2(CCCCC2C)C1=O (stereo not drawn)
    -0.9	0.0	-1.8	11.1
(50) O=C(Nc1cnc2cnc(-c3ccc4ccccc4c3)cn12)C1CCOC1 (stereo not drawn)
    7.0	0.3	1.6	-21.3
(51) CCc1nc2nc(C)cc(N3CCN(c4ccccc4)CC3)n2n1
    -5.7	0.0	0.5	3.4
(52) CC1=NN(c2ccc(Cl)c(C(=O)O)c2)C(=O)/C1=C\c1ccc(-c2cccc([N+](=O)[O-])c2)o1
    2.5	0.0	0.0	-7.1
(53) CCSCCOC(=O)C1=C(C)NC(=O)NC1c1ccccc1F (stereo not drawn)
    -3.3	0.2	-0.5	-4.2
(54) Cn1c(-c2ccc([N+](=O)[O-])cc2)n[nH]c1=S
    -4.1	0.0	-0.6	-3.9
(55) COC(=O)C1=C(N)N(c2ccccc2C(F)(F)F)C2=C(C(=O)CCC2)C1c1ccc([N+](=O)[O-])cc1 (stereo not drawn)
    -4.5	-0.1	1.0	3.1
(56) N#CC1=C2SCN(Cc3ccco3)CN2C(=O)CC1c1ccc(Cl)cc1 (stereo not drawn)
    -3.7	-0.2	1.0	0.9
(57) [O-][n+]1ccccc1SSc1cccc[n+]1[O-]
    0.7	0.3	6.9*	96.2*
(58) O=C(Nc1c(C(=O)N2CCCCC2)cnn1-c1ccccc1)c1ccc([N+](=O)[O-])cc1
    9.6	0.1	0.1	3.8
(59) NNC(=O)c1ccccc1OCC(=O)Nc1ccc(Br)cc1
    16.7	0.6	0.5	-2.5
(60) CCOC(=O)CC(O)(CC(=O)OCC)C(=O)OCC
    -2.0	0.0	1.1	-4.8
(61) COc1cccc(/C=C/C(=O)NCC(=O)O)c1OC
    -6.1	0.2	-0.6	-11.1
(62) Cc1ccc(S(=O)(=O)N2CCN(S(C)(=O)=O)C2)cc1
    -3.9	0.1	-0.2	-0.7
(63) CCCCOc1ccc(-c2nc(C=Nc3ccc(C)cc3C)c(O)o2)cc1
    -6.9	-0.1	0.8	6.1
(64) CCOc1ccc2nc(NC(=O)c3ccc(S(=O)(=O)N(CCOC)CCOC)cc3)sc2c1
    4.2	0.2	1.2	-2.8
(65) O=C(CCc1ccccc1)n1nc(-c2ccco2)nc1NCc1cccs1
    -3.2	-0.1	-0.6	-22.4
(66) COC(=O)c1ccccc1NC(=O)CSc1nc2c(c(=O)[nH]1)CCC2
    3.0	0.0	-0.4	-1.3
(67) O=C(O)c1ccc(C(=O)Nc2cccc(NC(=O)C3CCCO3)c2)cc1 (stereo not drawn)
    9.6	0.0	-0.1	-0.5
(68) CN(c1ccccc1)S(=O)(=O)c1ccc(Cl)c(C(=O)Nc2ccccc2O)c1
    13.1	-0.1	-0.1	0.0
(69) O=C(O)CCCC(=O)N1CCOCCOCCOCCOCC1
    1.8	0.0	-0.7	-1.8
(70) CCOc1ccccc1C1C(C(N)=O)=C(C)Nc2nc(-c3ccc(OC)cc3)nn21 (stereo not drawn)
    -1.4	-0.1	-0.5	-10.3
(71) CCOc1ccc(N=CC2=C(O)CC(c3ccc(Cl)cc3)CC2=O)cc1 (stereo not drawn)
    14.3	0.0	-1.2	5.3
(72) Cc1cc2nc(/C(C#N)=C/c3ccco3)[nH]c2cc1C
    5.0	-0.1	-1.2	-63.2
(73) CNC(=O)Nc1ccc(F)cc1Cl
    3.3	0.0	0.6	-4.0
(74) CCCS(=O)(=O)N1CCCc2cc(NC(=O)CCc3ccccc3)ccc21
    0.9	-0.1	2.0	21.3
(75) CCCCCNC(=O)c1ccc(Cn2c(SCC(=O)Nc3ccc(C)cc3)nc3ccccc3c2=O)cc1
    -4.1	-0.1	-0.7	-4.6
(76) O=C1CCCN1CCCNc1nc(N2CCN(Cc3ccc4c(c3)OCO4)CC2)nc2c1ncn2C1CCCCC1
    4.4	-0.2	-0.4	-4.8
(77) NC(=O)c1ccc(-c2nc(NC3CC3)c3ncn(-c4ccsc4)c3n2)cc1
    10.8	0.2	-2.2	14.2
(78) Cc1ccnc(NC(=O)c2c(O)c3cc(F)cc4c3n(c2=O)C(C)CC4)c1 (stereo not drawn)
    2.6	-0.1	0.6	7.5
(79) N#Cc1ccccc1OCC(=O)OCC(=O)c1ccc(OC(F)F)cc1
    -0.5	-0.1	-1.8	-3.0
(80) COc1cccc(C(=O)/C=C/c2ccccc2OC)c1
    16.1	0.1	7.1*	-16.6
(81) CCOC(=O)N1CCN(c2ccc(C(=O)NC3CCCCC3)cc2[N+](=O)[O-])CC1
    8.2	-0.1	1.3	-1.8
(82) O=C(CSCc1cccc(Br)c1)N1CCN(c2ccccc2)CC1
    15.7	0.5	0.4	-10.6
(83) CCCCCCNC(=O)c1cccc(F)c1
    6.7	-0.1	0.7	-32.7
(84) O=C(COc1ccc2ccccc2c1)NC1=NCCS1
    7.8	-0.1	-0.5	-39.4
(85) CC(C)(C)NC(=O)C(=O)N/N=C/c1ccc2c(c1)OCO2
    5.4	0.0	0.2	-25.7
(86) CNCc1cc(Br)c(OC)c(OC)c1
    33.9	-0.1	-1.2	5.4
(87) CN(C)C(=O)CN(c1ccc(Cl)c(C(F)(F)F)c1)S(=O)(=O)c1ccccc1
    6.3	-0.2	0.6	5.8
(88) CCCSc1nc2ccccc2c(=O)n1CC
    7.0	0.4	0.4	5.6
(89) COCCNC1CC(=O)N(c2ccccc2)C1=O (stereo not drawn)
    14.6	0.3	1.4	5.0
(90) CC(=O)c1cccc(NS(=O)(=O)c2cccc(C(=O)Nc3ccc(Br)cc3)c2)c1
    -1.9	0.0	-0.1	9.2

The results go on.
Values run as follows: MITF inh	FBW7 act	GPR151 ag	TEAD-YAP block
(91) O=C(CSc1nc2ccccc2c(=O)[nH]1)N1CCOCC1
    -2.8&-3.5	-0.1&0.0	-0.9&3.9	-2.1&-0.9
(92) COc1ccc(/C=C2/SC(=S)N(NC(=O)c3ccccc3O)C2=O)cc1
    9.9	-0.5	-1.5	-2.9
(93) CSC1=C(C#N)C(c2ccco2)CC(=O)N1 (stereo not drawn)
    22.9	0.1	0.2	-0.7
(94) O=C(CCSc1nc2ccccc2[nH]1)NC1CCCCC1
    13.7	0.1	1.3	6.5
(95) COc1ccccc1CC(=O)NCc1ccc(C(=O)O)cc1
    0.0	-0.2	1.1	-3.2
(96) O=[N+]([O-])c1cc([N+](=O)[O-])c(N2CCCCC2)cc1Cl
    11.2	0.0	3.5	-0.7
(97) CCCCCNC(=O)c1ccc(Cn2c(SCC(=O)Nc3ccc(OC)cc3OC)nc3ccccc3c2=O)cc1
    -6.7	-0.1	-0.2	4.1

High-throughput results deposited in PubChem BioAssay by The Scripps Research Institute Molecular Screening Center.
